# Screening results as filed in PubChem BioAssay.
# BAZ2B block: blocks human BAZ2B. 4.4% of 360,000 active. Potency, µM (doses to about 114 µM), for inactives: top-dose activity change, negative = inhibition, hits mostly inhibitors. AID 504333. AlphaScreen BAZ2B-H3K14Ac peptide displacement; also: % is scaled to controls: 0 for no effect and ±100 for the full control effect; nearly all actives have a fitted effect of over 60% in size
#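 Compounds, titrated to a top concentration of 110 uM, were incubated 30 min at room temperature with preformed BAZ2B/acetyl-K14 H3 peptide complex (50 nM each). Proximity signal was measured by AlphaScreen after 20 min with beads.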
# JMJD2A Tudor: blocks the human JMJD2A Tudor domain. AlphaScreen JMJD2A-Tudor / H3K4me3 peptide binding. Potency, µM (top dose mostly 114 µM), inactives show at the top dose activity change, negative = inhibition, most hits filed as inhibitors. 4.4% of 390,000 active. O75164; also: % is scaled to controls: 0 for no effect and ±100 for the full control effect; nearly all actives have a fitted effect of over 50% in size
# Target sequence (O75164 whole entry, looked up, the tested form may be a part): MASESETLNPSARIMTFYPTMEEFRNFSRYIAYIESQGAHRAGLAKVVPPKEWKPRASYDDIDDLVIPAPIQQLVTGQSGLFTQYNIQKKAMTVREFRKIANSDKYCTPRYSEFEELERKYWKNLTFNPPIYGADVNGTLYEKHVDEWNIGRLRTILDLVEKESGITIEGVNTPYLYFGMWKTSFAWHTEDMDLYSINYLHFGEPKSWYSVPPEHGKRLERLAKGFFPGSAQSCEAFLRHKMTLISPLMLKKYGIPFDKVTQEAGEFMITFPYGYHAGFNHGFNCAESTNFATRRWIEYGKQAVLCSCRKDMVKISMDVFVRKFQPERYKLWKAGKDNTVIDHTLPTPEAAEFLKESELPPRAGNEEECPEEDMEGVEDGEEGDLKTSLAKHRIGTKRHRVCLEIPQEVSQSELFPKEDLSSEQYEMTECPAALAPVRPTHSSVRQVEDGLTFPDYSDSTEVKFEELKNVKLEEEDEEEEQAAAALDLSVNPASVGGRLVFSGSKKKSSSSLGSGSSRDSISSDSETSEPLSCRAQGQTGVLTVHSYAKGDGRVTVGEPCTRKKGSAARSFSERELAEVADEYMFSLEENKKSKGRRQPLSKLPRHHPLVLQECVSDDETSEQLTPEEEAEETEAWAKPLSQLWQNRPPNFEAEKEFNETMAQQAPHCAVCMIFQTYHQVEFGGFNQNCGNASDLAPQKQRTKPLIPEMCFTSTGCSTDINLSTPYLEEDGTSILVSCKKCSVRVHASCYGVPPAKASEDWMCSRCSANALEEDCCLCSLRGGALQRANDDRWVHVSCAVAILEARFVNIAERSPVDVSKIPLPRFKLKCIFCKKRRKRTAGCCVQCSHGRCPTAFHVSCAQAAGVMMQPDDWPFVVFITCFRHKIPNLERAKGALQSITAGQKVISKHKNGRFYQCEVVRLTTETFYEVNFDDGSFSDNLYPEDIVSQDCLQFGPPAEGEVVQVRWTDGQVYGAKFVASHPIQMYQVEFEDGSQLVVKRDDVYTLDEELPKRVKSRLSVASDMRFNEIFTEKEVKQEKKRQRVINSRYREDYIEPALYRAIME
# HP1b chromo inh: inhibitors of HP1-beta chromodomain binding to methylated histone tails | AlphaScreen HP1-beta / biotin-H3K9me3 peptide binding | P83916 | 0.56% of 390,000 active | Potency, µM (top dose mostly 114 µM), for the others: at the top dose activity change, negative = inhibition, usual class: inhibitors | AID 540317; also: nearly all actives have a fitted effect of over 70% in size; inactives centre near 23
#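 HP1-beta protein (50 nM final) preincubated 30 min at room temperature with biotinylated H3(1-18)K9me3 peptide (50 nM) in PBS pH 7.4, 0.01% Tween-20, then compound added for 30 min. AlphaScreen streptavidin donor/nickel chelate acceptor beads (10 ug/mL final), 30 min dark, luminescence read.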
# POLI inh: DNA polymerase iota (human) inhibition; Pol iota fluorescent replication assay, 10 min; 1% of 390,000 active; Potency, µM (series often up to 115 µM), without a hit: at the highest dose activity, negative = inhibition, usual class: inhibitors; Q9UNA4
#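 Fluorescent replication assay read twice, at 0 min and 10 min after adding 50 nM (final) substrate. Enzyme (10 nM) and compounds were first incubated 15 min at room temperature; enzyme-free buffer wells were negative controls.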
# GLS inh: glutaminase GLS (human) inhibition | O94925 | GLS enzymatic activity, qHTS titration | Potency, µM (highest dose often 45.5 µM), for inactives: at the highest dose activity change, negative = inhibition, most hits filed as inhibitors | 0.21% of 410,000 active | AID 624170; also: % is scaled to controls: 0 for no effect and ±100 for the full control effect
#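 hKGA in 45 mM KH2PO4 (pH 8.2), 0.02% Tween-20 with compound, then 1mM L-Glutamine (stock as added) plus glutamate oxidase/HRP/Amplex red coupling mix. Fluorescence read initially and after 30 min at RT; signal change reflects glutamate formation.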
# BLM helicase inh: blocks DNA unwinding by human BLM helicase; P54132; recombinant BLM DNA unwinding, fluorescence dequenching; Potency, µM (top dose mostly 56.1 µM), for the others: top-dose activity change, negative = inhibition, most hits filed as inhibitors; 0.2% of 350,000 active; AID 2528;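 also: plate controls were vehicle for no effect and no enzyme for full effect; nearly all actives have a fitted effect of over 35% in size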
# PGK inhibitor: inhibitors of T. brucei phosphoglycerate kinase. Potency, µM (top dose mostly 57.5 µM), for inactives: top-dose activity change, negative = inhibition, hits mostly inhibitors. P07378. PGK/GAPDH coupled, Kinase-Glo luminescence, 60 min. 0.043% of 380,000 active. AID 602233; also: % is scaled to controls: 0 for no effect and ±100 for the full control effect; nearly all actives have a fitted effect of over 60% in size
#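 Luminescent ATP detection (Kinase-Glo Plus) follows a 60-minute room-temperature incubation, with wells lacking PGK as controls. Buffer: 100 mM TEA (pH 7.6), 5 mM MgCl2, 0.01% Tween-20. Coupling enzyme GAPDH (100 nM final) supplies unstable 1,3-BPG in-well.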
# Pin1 inh: human Pin1 inhibition; AID 504891; Pin1 FP peptide displacement, HiFluor488, 10 min; Q13526; 0.009% of 390,000 active; Potency, µM (doses to about 115 µM), inactives show at the highest dose activity, negative = inhibition, usual class: inhibitors; active = well fitted inhibition curve with a large enough effect in the polarisation, with a control signal flat, not every such curve was filed as active; inconclusive = small, poorly fitted or top-dose-only effect, or effect the other way, or a change in a side signal; inactive = no such curve, though single readings can be large or run the other way; the % refers to the polarisation; also: % is scaled to controls: 0 for no effect and ±100 for the full control effect
# G9a inh: blocks human histone lysine methyltransferase G9a; Potency, µM (top dose mostly 102 µM), inactives show at the highest dose activity, negative = inhibition, hits mostly inhibitors; AID 504332; 8.8% of 350,000 active; G9a H3K9 monomethylation, AlphaScreen, 2 h; also: % is scaled to controls: 0 for no effect and ±100 for the full control effect; nearly all actives have a fitted effect of over 75% in size
#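 Readings reflect AlphaScreen signal from monomethyl-H3K9 antibody detection. HMT at 20 nM; substrate b-H3K9 500 nM; cofactor SAM 20 uM; 2 h RT reaction; compounds tested as titrations in qHTS with 15 min preincubation.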
# The depositor's hits bear a star; i = inactive; ? = inconclusive; nt = no result given; & = joins results of further samples; [ ] = another dose, or the depositor's remark. Unless noted, calls follow the shape of the dose curve; as a rule, active = well fitted curve in the direction sought with a large enough effect; inconclusive = small, poorly fitted or top-dose-only effect, or another doubt; inactive = no such curve, though single readings can be large; an effect the other way counts as inactive or inconclusive. Potency is read from the fitted curve at half-maximal effect. The list is partial; the hit share may differ from the screen's.
# Preview, two compounds:
BLM helicase inh,G9a inh,PGK inhibitor,molecule,POLI inh,HP1b chromo inh,JMJD2A Tudor,GLS inh,BAZ2B block,Pin1 inh
3.8%,30.9%,-1.8%,Cc1nn(-c2ccccc2)c(Cl)c1/C=N/NC(=O)c1ccncc1,33.1%,25.1%,-18.2%,0.3%,2.8%,-1.4%
-5.4%,-0.1%,-0.1%,O=C(O)c1cccc(Cn2c(Cl)c(/C=N/NC(=O)c3ccccc3O)sc2=O)c1,?,25.4%,-13.0%,9.7%,-5.9%,1.7%

# The whole of this part, from the first entry:
BLM helicase inh,G9a inh,PGK inhibitor,molecule,POLI inh,HP1b chromo inh,JMJD2A Tudor,GLS inh,BAZ2B block,Pin1 inh
3.8%,30.9%,-1.8%,Cc1nn(-c2ccccc2)c(Cl)c1/C=N/NC(=O)c1ccncc1,33.1%,25.1%,-18.2%,0.3%,2.8%,-1.4%
-5.4%,-0.1%,-0.1%,O=C(O)c1cccc(Cn2c(Cl)c(/C=N/NC(=O)c3ccccc3O)sc2=O)c1,?,25.4%,-13.0%,9.7%,-5.9%,1.7%
nt,-39.4%[2.33 µM],i,CS(=O)(=O)c1ccc2nc(NC(=O)CCNC(=O)c3ccccc3Cl)sc2c1,19.3%,11.4%,-12.5%,2.0%,0.8%,-1.6%
-3.3%,-2.5%[12.7 µM],4.7%,Cc1ccc(C)c(C(=O)CCC(=O)Nc2cccnc2)c1,25.2%,39.3%[activator],-11.1%,-8.5%,5.4%,0.5%
nt,nt,-3.0%,O=c1[nH]c2ccc(Cl)cc2[nH]1,30.7%[activator],14.4%[57 µM],-10.3%,0.5%,nt,0.1%
nt,nt,-8.4%,CC1CCCN(S(=O)(=O)c2cccc(C(=O)NCC3CCCO3)c2)C1 (stereo unspecified),38.5%[activator],32.9%,-6.8%,-6.4%,nt,0.3%
-3.0%,17.9%[0.501 µM],1.7%,CCOC(=O)C(NCc1ccc2c(c1)OCO2)(NC(=O)c1ccccc1)C(F)(F)F (stereo unspecified),-10.2%,46.8%[activator],10.7%,-1.4%,5.5%,1.6%
8.4%,?,7.5%,Cc1cc(C)c2sc(N(CCCN(C)C)C(=O)c3ccc(Br)s3)nc2c1,-7.0%,-3.5%,?,2.9%,50.1µM*,13.1%
-3.2%,12.0%,0.6%,Cn1nc(-c2ccccc2)c(CN2CCN(c3ncccn3)CC2)c1Cl,-5.2%,18.1%,-7.2%,5.1%,2.6%,1.9%
-5.3%,14.4%[59 µM],-1.9%,CCN(CC)S(=O)(=O)c1ccc(N2CCN(CCOc3ccc(OC)cc3)CC2)nc1,-0.2%,-11.5%,-31.0%,0.0%,-21.6%,2.4%
-4.3%,-16.9%,-2.3%,O=C(Nc1ccc(-n2cnnn2)cc1)C1CCCCC1,20.6%,29.1%,-10.9%,-5.6%,?,-3.0%
nt,?,-7.9%,Cc1ccc(S(=O)(=O)N(C)c2ccc(OC(=O)CN3C(=O)NC4(CCCC4)C3=O)cc2)cc1,0.2%,44.6%[activator],-7.2%,-2.7%,-15.5%,3.8%
nt,8.6%[2.33 µM],-4.1%,O=C(N/C=C/c1ccccc1)c1ccccc1,-13.9%,44.1%[activator],-13.4%,-7.2%,-1.1%,1.9%
0.1%,-3.2%[2.33 µM],-8.0%,COc1ccc(-c2nc(C#N)c(N3CCN(c4cccc(Cl)c4)CC3)o2)cc1OC,11.4%,-8.6%,-11.5%,6.9%,-24.6%,5.3%
-2.7%,nt,-6.8%,[N-]=C=C1C(=O)NC(=O)C([n+]2ccc(-c3ccncc3)cc2)C1c1ccccc1C(F)(F)F (stereo unspecified),15.8µM*,22.4%,-5.9%,7.2%,?,?
-1.3%,-10.6%,i,CCOc1ccccc1NCc1cc(=O)oc2cc(C)c(O)cc12,-15.1%,27.1%,4.7%,4.3%,-1.7%,0.7%
-1.7%,19.4%,11.6%,CCOc1ccc(N(CC(=O)OC)S(=O)(=O)c2c(C)noc2C)cc1,17.5%,14.0%,?,21.9%,-2.0%,-2.0%
-0.5%,1.4%[59 µM],-9.2%,COc1ccc(CNC(=O)C2CCN(Cc3nc(-c4ccc(Cl)cc4)oc3C)CC2)cc1,24.5%,20.9%,-14.8%,0.0%,-13.4%,-4.1%
nt,nt,3.9%,C#CCOCCOCCOCCNc1nc(N2CCN(C(=O)C([C@@H](C)O)n3cc([C@@H](N)CCCCN)nn3)CC2)nc(N2CCN(C(=O)C([C@@H](C)O)n3cc([C@@H](N)CCCCN)nn3)CC2)n1 (stereo partly specified),?,27.4%,50.1µM*,3.7%,nt,2.6%
-4.0%,8.2%,-3.5%,CCc1ccc(/C=N/Nc2ncnc3nc[nH]c23)cc1,35.9%[activator],48.5%[activator],-6.3%,4.5%,-11.9%,1.6%
-0.1%,-21.7%,i,CCC(CC)NC(=O)CO/N=C/c1ccccc1OC(F)F,8.8%,17.2%,-11.8%,-4.8%,10.1%,1.2%
nt,nt,2.0%,COc1cc(CCCN2CCNC[C@@H]2c2ccccc2)cc(OC)c1OC,-6.6%,34.8%,-29.7%,2.0%,nt,-6.3%
-0.2%,3.4%[59 µM],i,CCC(C)(C(=O)NC1CCCCC1)N(C(=O)CNC(=O)c1ccccc1)c1c(C)n(C)n(-c2ccccc2)c1=O (stereo unspecified),75.1%[activator],20.3%,5.8%,-6.4%,-17.1%,-2.6%
2.5%,10.0%[59 µM],-6.7%,Cn1cc(Cl)c(C(=O)OCC(=O)Nc2nc(-c3ccc(Br)cc3)cs2)n1,-6.9%,24.9%,-19.4%,5.3%,8.4%,3.0%
1.1%&-1.9%,3.3%[59 µM],1.2%&-8.4%,CCCCN(C)CCCNC(=O)CN1C(=O)CSc2ccc(S(=O)(=O)N3CCOCC3)cc21,-22.6%&-8.8%,25.9%&26.4%,-16.8%&-11.9%,-14.5%&-12.2%,1.9%&-12.8%,-0.7%&-0.7%
1.3%,-2.6%[59 µM],-4.7%,c1cc2c(cc1C1CCCN1)OCCCO2 (stereo unspecified),-6.0%,37.8%[activator],1.2%,-3.9%,-1.4%,2.9%
-3.0%,-20.3%,3.1%,CCOC(=O)c1sc(NC(=O)C(C)Sc2nc(N)cc(=O)[nH]2)nc1C (stereo unspecified),8.9%,15.7%,-16.5%,1.4%,-15.6%,10.4%
0.8%,nt,i,Clc1ccc(-c2nc(NCCCN3CCOCC3)c3ccccc3n2)cc1,-0.4%,14.4%,-19.3%,7.0%,-19.8%,0.4%
4.1%,18.5%,-4.1%,COc1ccccc1C(=O)NCC(=O)NC1CCCc2ccccc21 (stereo unspecified),121.6%[activator],12.6%,-5.1%,-2.0%,4.0%,-3.9%
-1.3%,-9.8%,-9.5%,COc1ccccc1NC(=O)NC1CCS(=O)(=O)C1 (stereo unspecified),44.1%[activator],-27.3%,-15.1%,8.3%,1.2%,-1.5%
-1.1%&-0.6%,-19.1%[59 µM],1.0%,Cc1ccc2oc(=O)c3cnn(CC(=O)N4CCN(c5ccccc5)CC4)c3c2c1,17.8%&12.1%,30.0%&11.3%,-7.9%&-11.8%,0.7%&12.3%,-2.8%&8.8%,0.9%&4.7%
-4.5%,nt,nt,Cc1ccc(C(=O)NCc2ccccn2)cc1Cl,18.9%,58.6%[activator],-13.1%,0.3%,-12.4%,-1.4%
-1.3%,0.8%,3.5%,CCOCCCNC(=O)CCNC(=O)c1cc(OC)c(OC)c(OC)c1,-2.6%,17.0%,-10.2%,0.8%,1.5%,-2.3%
-4.4%,?,-1.3%,COc1ccccc1C(=O)Nc1ccc(S(=O)(=O)N2CCCCC2)cc1,26.5%,-19.1%,0.7%,-16.6%,4.8%,-9.1%
-1.1%,-15.6%[12.7 µM],-8.4%,CCc1ccc(NC(=O)[C@H](C)NC(=O)C2CCN(C(=O)[C@@H](N)Cc3ccccc3)CC2)cc1,10.9%,41.5%[activator],-12.2%,1.6%,-3.4%,0.3%
-6.3%,nt,6.9%,S=C(NCCc1ccc(Cl)cc1)NC1CCCCC1,110.7%[activator],30.6%,-1.4%,-21.4%,20.3%,-12.8%
-5.0%,8.91µM*,9.4%,COC(=O)c1c(NC(=S)Nc2ccc(CC(=O)O)cc2)sc(C)c1C,-10.8%,-1.9%,-9.9%[57.1 µM],10.1%,-3.0%,5.7%
nt,-30.0%,1.8%,CN(CC(=O)Nc1ccc(Cl)cc1)C(=O)c1ccc(S(=O)(=O)Nc2ccccc2)cc1,30.1%[activator],-1.7%,-12.9%,0.5%,8.0%,-0.9%
-2.4%,10.5%,-5.4%,O=C(O)/C(=C\c1ccc(Br)cc1)NC(=O)c1cccs1,-13.3%,14.5%,1.4%,8.4%,-2.3%,-19.1%
-9.0%,-21.8%[59 µM],3.2%,CCCCNc1nc2c(S(=O)(=O)c3ccc(Br)cc3)nnn2c2ccsc12,2.8%,19.3%,-14.3%,-1.4%,-18.8%,57.5%[activator]
nt,-46.8%,-7.4%,Cc1ccc(OCCC(=O)OCC(=O)NC(=O)c2ccccc2)cc1,28.5%,25.2%,-19.4%,-4.7%,6.8%,0.4%
1.7%,7.9%,0.6%,COC(=O)[C@H](C)NC(=O)NCCC1=CCCCC1,164.0%[activator],6.8%,70.8µM*,-8.4%,-12.0%,1.5%
-4.9%,5.0%[59 µM],-9.9%,COc1cc(OC)cc(-c2cc3nc(C)c(CCC(=O)NCc4ccc(Cl)cc4)c(C)n3n2)c1,24.0%,37.0%[activator],-11.8%,1.8%,?,-10.4%
0.5%,20.2%,-0.4%,O=C(NCCc1nc2ccccc2[nH]1)c1ccc(Br)o1,5.2%,20.8%,-6.4%,2.9%,4.8%,-1.3%
nt,5.4%[59 µM],i,Cc1cc(SCC(=O)OCC(=O)N(C)c2ccccc2)nc2ccccc12,17.3%,36.9%[activator],6.1%,-2.1%,1.4%,2.2%
8.7%,-41.8%,2.0%,COc1ccc(Cl)cc1NC(=O)Nc1cn(C)nc1C,46.1%[activator],34.4%,2.8%,14.3%,21.9%,6.7%
